Source: PubChem BioAssay (National Center for Advancing Translational Sciences (NCATS))
FLuc counter: counter-screen for miR-21 project: firefly luciferase inhibitors or activators; AID 588342; Potency, µM (series often up to 57.5 µM), for inactives: at the highest dose activity change, negative = inhibition, actives largely listed as inhibitors; 6.9% of 360,000 active; purified FLuc, Km substrates, luminescence inhibition;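 also: potency is read from the fitted curve at half-maximal effect; plate controls were vehicle for no effect and reference inhibitor for full effect; nearly all actives have a fitted effect of over 55% in size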
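Biochemical qHTS of compounds, final roughly 60 µM downward over six points, against 10 nM purified firefly luciferase using Km concentrations of substrates (10 uM D-luciferin, 10 uM ATP) in Tris acetate pH 7.5 buffer; luminescence output.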
Tb PFK block: blocks T. brucei phosphofructokinase | O15648 | T. brucei PFK, ADP-Glo luminescence | Potency, µM (series often up to 57.5 µM), for the others: at the top dose activity, negative = inhibition, usual class: inhibitors | 0.17% of 330,000 active;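 also: potency is read from the fitted curve at half-maximal effect; 0% = uninhibited 1x PFK enzyme wells and -100% = no-enzyme wells; nearly all actives have a fitted effect of over 60% in size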
Target sequence (O15648 whole entry, looked up): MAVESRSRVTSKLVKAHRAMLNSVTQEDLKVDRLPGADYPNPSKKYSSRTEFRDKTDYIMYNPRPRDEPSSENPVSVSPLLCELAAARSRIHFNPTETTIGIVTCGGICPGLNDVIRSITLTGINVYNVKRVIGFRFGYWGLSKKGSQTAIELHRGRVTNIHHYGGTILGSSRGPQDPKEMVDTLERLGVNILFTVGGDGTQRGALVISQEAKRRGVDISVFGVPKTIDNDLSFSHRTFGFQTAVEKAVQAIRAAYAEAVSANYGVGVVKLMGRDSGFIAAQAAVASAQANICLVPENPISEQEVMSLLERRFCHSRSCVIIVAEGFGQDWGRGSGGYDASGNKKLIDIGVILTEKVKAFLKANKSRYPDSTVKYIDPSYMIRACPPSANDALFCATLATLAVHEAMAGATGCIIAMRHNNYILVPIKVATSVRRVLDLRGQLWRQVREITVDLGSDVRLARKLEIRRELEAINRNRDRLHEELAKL
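Luminescent ADP detection (ADP-Glo, two-step: ATP depletion then ADP-to-ATP conversion for luciferase) reported PFK activity after 45 min room-temperature reaction of 1.25 nM enzyme with 0.5 mM F6P and 0.1 mM ATP at pH 8.0.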
ELG1 genotoxic: inducers of genotoxicity in HEK293T ELG1-luciferase cells. Potency, µM (top dose mostly 46 µM), for inactives: at the top dose activity change, positive = activation, usual class: activators. HEK293T ELG1-luciferase reporter, luminescence, 16 h. 1.3% of 330,000 active; also: potency is read from the fitted curve at half-maximal effect; % of control where 0% means no effect; nearly all actives have a fitted effect of over 60% in size
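Quantitative HTS format in 1536-well plates. HEK293T ELG1-luciferase reporter cells receive test compound and are incubated 16 hr at 37 °C, 5% CO2; ONE-Glo added, 30 min room temperature, then luminescence read.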
p53 reactivation: re-activators of mutant p53; Potency, µM (doses to about 92.2 µM), without a hit: at the highest dose activity change, positive = activation, most hits filed as activators; H1299 p53-A138V BP100-luciferase reporter, luminescence, 24 h; 0.063% of 320,000 active; also: potency is read from the fitted curve at half-maximal effect; % of control where 0% means no effect; nearly all actives have a fitted effect of over 45% in size
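H1299 (p53-null), stable ts p53-A138V + BP100-Luc; 1000 cells/well, Opti-MEM/10% FBS; cpd 4 pt, 1:5; 24 h, 37 deg C, 5% CO2; detection reagent 10 min RT; luminescence.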
BRCA1 expr up: activators of BRCA1 expression; MCF7-BRCA1-FFLuc reporter, luminescence, 48 h; response scale: scaled: vehicle 0%, 10 µM genistein 100%; Potency, µM (doses to about 46.1 µM), without a hit: top-dose activation, hits mostly activators; 1.1% of 380,000 active; also: potency is read from the fitted curve at half-maximal effect; nearly all actives have a fitted effect of over 80% in size; some results filed as inactive show a strong effect at the top dose
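Using MCF7 cells harboring a BRCA1 firefly luciferase reporter, plated 2 h before compound pinning, the screen measured luminescence after 48 h incubation. Responses were normalized to DMSO and 10 microM genistein, then fitted for concentration-effect.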
TRPV1 agonist: activates the human vanilloid receptor TRPV1; Q8NER1; TRPV1-expressing cells, Fluo-8 calcium influx, agonist mode; activation, % at 8.33 µM; 0.19% of 320,000 active; AID 540275; in the data active = activation above about 80%; inconclusive = between about 30% and that limit; also: 0% is about no effect
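TRPV1-expressing cells were cultured overnight at 35.5C and loaded with Fluo-8 calcium dye for 40 to 90 min at room temperature. After a 10 s baseline, compound was added and calcium influx was read kinetically for 3 min (ex 480/em 520 nm).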
NPC1 prom act: NPC1 promoter activation | 2.4% of 320,000 active | AID 485313 | Potency, µM (top dose mostly 9.22 µM), inactives show top-dose activation, usual class: activators | Huh7 NPC1 promoter luciferase reporter, 24 h;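 also: potency is read from the fitted curve at half-maximal effect; % of control where 0% means no effect; nearly all actives have a fitted effect of over 60% in size; reporter is driven by a mutant NPC1 promoter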
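Luminescence read-out of NPC1 promoter-driven luciferase in stably transfected Huh7 cells; compounds delivered in DMSO and left 24 h at 37C, 5% CO2, qHTS titration format.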
Rab9 promoter act: activators of Rab9 promoter; Huh7 Rab9 promoter-luciferase reporter, luminescence, 24 h; Potency, µM (top dose mostly 9.22 µM), inactives show at the top dose activation, negative = inhibition, usual class: activators; 2.8% of 320,000 active; AID 485297; also: potency is read from the fitted curve at half-maximal effect; % of control where 0% means no effect; nearly all actives have a fitted effect of over 60% in size
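Steps: seed 1500 Huh7 Rab9-luc cells per well, rest 2 h at 37 °C; add compound in DMSO; incubate 24 h; add luciferase reagent, 10 min ambient; read luminescence.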
ELG1 DNA repair: blocks ELG1-dependent DNA repair in HEK293T cells; HEK293T ELG1-luciferase reporter, luminescence, 16 h; DNA damage induced by 5-fluorouridine; Potency, µM (doses to about 46.1 µM), without a hit: at the highest dose activity change, negative = inhibition, usual class: inhibitors; 2.3% of 330,000 active; also: potency is read from the fitted curve at half-maximal effect; % is scaled to controls: 0 for no effect and ±100 for the full control effect; nearly all actives have a fitted effect of over 55% in size
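Reporter activity after DNA damage by 5-fluorouridine is monitored. Compound-treated cells incubate 16 hr at 37 °C, then ONE-Glo is added for 30 min before luminescence reading.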
Gal4-VP16 FLuc: inhibits Gal4-VP16 luciferase reporter, ROR gamma counter-screen; Drosophila S2 Gal4-VP16 UAS-luciferase, luminescence, 20 h; Potency, µM (doses to about 53.6 µM), for the others: at the top dose activity, negative = inhibition, hits mostly inhibitors; 3.5% of 310,000 active; AID 2546;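 also: Gal4-VP16 expression switched on by copper sulfate through the metallothionein promoter; potency is read from the fitted curve at half-maximal effect; % is scaled to controls: 0 for no effect and ±100 for the full control effect; nearly all actives have a fitted effect of over 50% in size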
RORg inh: blocks mouse ROR gamma transcriptional activity. P51450. Drosophila S2 Gal4-RORgamma UAS-luciferase reporter, 20 h. Potency, µM (highest dose often 53.6 µM), for inactives: at the highest dose activity change, negative = inhibition, actives largely listed as inhibitors. 5.4% of 310,000 active; also: potency is read from the fitted curve at half-maximal effect; % is scaled to controls: 0 for no effect and ±100 for the full control effect; nearly all actives have a fitted effect of over 60% in size
Target sequence (P51450 whole entry, looked up, the tested form may be a part): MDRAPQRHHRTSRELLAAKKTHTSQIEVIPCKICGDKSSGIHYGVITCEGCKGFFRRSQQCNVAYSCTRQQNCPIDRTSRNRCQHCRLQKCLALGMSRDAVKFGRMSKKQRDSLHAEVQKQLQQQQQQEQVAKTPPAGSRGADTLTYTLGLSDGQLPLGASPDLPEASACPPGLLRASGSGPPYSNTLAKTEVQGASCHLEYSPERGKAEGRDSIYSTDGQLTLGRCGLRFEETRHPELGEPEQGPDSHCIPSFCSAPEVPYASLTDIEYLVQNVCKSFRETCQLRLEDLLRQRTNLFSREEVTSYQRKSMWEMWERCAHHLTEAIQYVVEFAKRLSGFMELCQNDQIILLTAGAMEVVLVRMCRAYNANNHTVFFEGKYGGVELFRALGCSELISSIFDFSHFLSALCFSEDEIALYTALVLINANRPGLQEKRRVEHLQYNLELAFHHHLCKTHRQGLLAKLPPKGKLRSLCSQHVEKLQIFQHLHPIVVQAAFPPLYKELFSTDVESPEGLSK
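In this cell-based reporter format, copper sulfate (700 uM final) drives Gal4–ROR gamma fusion expression from a metallothionein promoter in Drosophila Schneider cells; compounds preincubated 1 hr, reporter read after 20 hr at ambient temperature.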
Numbers without * were called inactive; ? = inconclusive; . = not tested or not shown; [ ] = another dose, or the depositor's remark. Unless noted, calls follow the shape of the dose curve; as a rule, active = well fitted curve in the direction sought with a large enough effect; inconclusive = small, poorly fitted or top-dose-only effect, or another doubt; inactive = no such curve, though single readings can be large; an effect the other way counts as inactive or inconclusive.

Every second line gives: FLuc counter | Tb PFK block | ELG1 genotoxic | p53 reactivation | BRCA1 expr up | TRPV1 agonist | NPC1 prom act | Rab9 promoter act | ELG1 DNA repair | Gal4-VP16 FLuc | RORg inh
- O=C(Oc1ccc(-c2nnco2)cc1)N(c1ccccc1)c1ccccc1
    1% | -2% | -2% | -4% | -22% | 3 | 2% | -6% | -2% | 5%[0.365 µM] | ?
- Cc1cc(-c2ccccc2)nc(SCc2ccc(C(=O)O)cc2)n1
    ? | 1% | 6% | 4% | 1% | 0 | -3% | -2% | -1% | -13% | ?
- O=C(CSc1nc2ccc(Cl)cc2[nH]1)c1ccc2c(c1)OCO2
    ? | -2% | 1% | -29% | 1% | 3 | 13% | -5% | 13% | -3% | 16%
- O=C(NCCCN1CCOCC1)/C(=C/c1cccs1)NC(=O)c1ccccc1
    0% | 5% | 0% | 0% | -4% | 3 | 0% | -1% | 0% | -5% | -32%
- O=C1SCC(c2ccccc2)=NN1Cc1ccccc1
    -1% | -1% | 1% | -10% | 52% | ? | -1% | -2% | -6% | 3% | -5%
- Cc1ncc(CN2CCC(CO)(Cc3ccccc3)CC2)s1
    0% | -3% | -2% | 2% | 5% | 1 | 1% | -12% | -5% | -7% | 5%
- CCn1c(CCC(=O)O)nc2cc(S(=O)(=O)N3CCOCC3)ccc21
    . | 0% | 1% | 6% | 0% | . | . | . | 6% | . | .
- CCc1ccc(NC(=S)N(CCCN2CCOCC2)Cc2ccccn2)cc1
    -3% | 0% | -1% | 11% | 0% | 2 | 6% | 4% | 16% | -12% | 6%
- CCC12CN3CC(CC)(CN(C1)C3c1c(O)ccc3ccccc13)C2=O (centres undefined)
    -1% | -9% | -1% | 4% | -23% | -3 | -4% | -5% | -2% | ? | ?
- CC(=O)OCC(=O)Nc1ccc(Br)c(C)c1
    ? | 0% | 0% | -2% | 18% | 24 | 2% | 4% | -19% | ? | 17%
- CCc1nnc(NC(=O)C2Cc3ccccc3C(=O)O2)s1 (centres undefined)
    -1% | 2% | 3% | -4% | -4% | -1 | -3% | 1% | 4% | -2% | 0%
- COCCn1c(CN2CCN(c3ccc(F)cc3)CC2)nc2c1c(=O)n(C)c(=O)n2C
    1% | -1% | -9% | 1% | . | -1 | -13% | -15% | ? | ? | -33%
- O=C(c1ccc(Cl)c(S(=O)(=O)N2CCCCCC2)c1)N1CCN(c2ccc(O)cc2)CC1
    5% | -4% | -2% | -2% | -37% | 13 | -2% | 2% | 21µM* | . | .
- COC(=O)c1ccc(N)c(N=CC2=C(O)CC(C)(C)CC2=O)c1
    ? | 3% | 0% | ? | 65% | 14 | 4% | 4% | ? | ? | 13µM*
- Cc1cccc(OCC(O)CN2CCN(CCN3C(=O)c4cccc5cccc(c45)C3=O)CC2)c1C (centres undefined)
    6% | 0% | -4% | -1% | -32% | 0 | -3% | -1% | -5% | -21% | -12%
- NC(N)=N/N=C/c1ccc(Br)cc1
    2% | -12% | -5% | -4% | -30% | 2 | -34%[inhibitor] | -15% | -17% | 5% | -7%
- COC(=O)c1cccc(Nc2c3c(nc4ccccc24)CCC3)c1
    -2% | -3% | -11% | -2% | -79% | 6 | -19% | -4% | ? | 1% | 29%
- O=S(=O)(NC1CC1)c1ccc(S(=O)(=O)N2CCc3ccccc32)cc1
    0% | 3% | -10% | -23% | -54% | 6 | -7% | -7% | 0% | ? | ?
- O=C(N[C@@H](Cc1ccccc1)C(=O)NC1CC1)c1ccc(Cl)cc1
    -2% | -15% | 6% | 25% | 24% | 0 | 4% | 6% | ? | -15% | 1%
- CC(C)(C)C(=O)O/N=C(\N)c1c(Cl)cccc1Cl
    0% | -16% | -3% | 1% | 7% | 16 | 0% | -2% | 6% | -10% | -6%
- CCOC(=O)c1c(NC(=O)CN2C(=O)NC(C)(c3ccccc3)C2=O)sc(C)c1C (centres undefined)
    -1% | 13% | 1% | -3% | -88% | 13 | -9% | -5% | ? | -4% | 26%
- CC(C)n1c(C(=O)OCC(=O)NCc2ccc3c(c2)OCO3)cc2sccc21
    -2% | 4% | 0% | -22% | -33% | -4 | -2% | -4% | ? | 0% | ?
- CCOC(=O)c1cccc(NC(=O)/C=C/c2ccc3c(c2)OCO3)c1
    1.9µM* | 4% | ? | ? | -74% | 8 | 0.32µM* | 0.32µM* | ? | ? | ?
- O=C1NC(=Nc2ccccc2)S/C1=C\c1ccccc1
    ? | 0% | ? | . | -6% | 7 | ? | 25% | ? | -6% | ?
- CC(=O)Nc1ccc2c(c1)ncn2C
    5% | 0% | 6% | -5% | -5% | 2 | -1% | -3% | ? | 8% | ?
- O=C(Nc1cccc(OCC(=O)N2CCOCC2)c1)c1cccc(Cl)c1
    -17% | -3% | -4% | -10% | -14% | -1 | 0% | 0% | -7% | -11% | 19%
- O=C(CO)N/N=C/c1c2ccccc2cc2ccccc12
    -6% | 4% | 9% | -7% | -33% | -4 | -4% | 0% | 4% | 0% | -15%
- O=C(C/C=N/OCc1ccc(Cl)cc1Cl)c1ccccc1
    ? | 1% | 1% | 24% | 3% | 6 | -6% | -6% | 7% | -6% | -9%
- COc1ccc(C=O)cc1OC1C=CCCC1 (centres undefined)
    0% | 0% | 1% | -1% | -16% | 2 | -1% | 0% | 5% | 8% | -6%
- COc1cccc(NC(=O)CN2CCN(C(=O)c3ccco3)CC2)c1
    -1% | -1% | 2% | 12% | -7% | -2 | -1% | 3% | -4% | -8% | 24%

Reformatted as comma-separated lines: entries from further up
Compound,FLuc counter,Tb PFK block,ELG1 genotoxic,p53 reactivation,BRCA1 expr up,TRPV1 agonist,NPC1 prom act,Rab9 promoter act,ELG1 DNA repair,Gal4-VP16 FLuc,RORg inh
NC(N)=N/N=C/c1ccc(Br)cc1,2%,-12%,-5%,-4%,-30%,2,-34%[inhibitor],-15%,-17%,5%,-7%
COC(=O)c1cccc(Nc2c3c(nc4ccccc24)CCC3)c1,-2%,-3%,-11%,-2%,-79%,6,-19%,-4%,?,1%,29%

The listing continues:
Every second line gives: FLuc counter | Tb PFK block | ELG1 genotoxic | p53 reactivation | BRCA1 expr up | TRPV1 agonist | NPC1 prom act | Rab9 promoter act | ELG1 DNA repair | Gal4-VP16 FLuc | RORg inh
- C/C(=N\Nc1ccc(C)c(Cl)c1)c1ccncc1
    ? | 5% | 8% | 20% | 81% | 1 | -2% | 15% | ? | ? | 19%
- Cn1c(=O)c2c(n3cnnc13)-c1ccccc1CC21CCCC1
    4% | -2% | -10% | -13% | -25% | 1 | -5% | -11% | ? | -2% | ?
- Cc1ccc(CC(=O)NC2CCCc3ccccc32)cc1C (centres undefined)
    -1% | 6% | -2% | 2% | -19% | 17 | 1% | 1% | -4% | -4% | -3%
- CCOC(=O)c1csc(-c2ccc([N+](=O)[O-])cc2)n1
    ? | -5% | 13% | 3% | 55% | -7 | 24% | ? | ? | ? | 0%
- O=C(NC(=S)N1CCCC(C(F)(F)F)C1)c1ccc(F)cc1 (centres undefined)
    -2% | 3% | 0% | 11% | -18% | 0 | -3% | -4% | 2% | 0.71µM* | 0.56µM*
- COC(=O)CCC(=O)OC1(C)C(=O)C2=CN(CCCCO)C(c3ccc(OC)cc3)=CC2=C(Br)C1=O (centres undefined)
    -1% | -4% | 1% | . | . | 0 | 0% | 3% | 8% | -4% | -21%
- COC(=O)C(Cc1ccccc1)NC(=O)CC(C)CC(=O)Nc1ccc(C)cc1 (centres undefined)
    4% | -3% | -3% | -11% | -3% | 2 | -2% | 3% | -7% | -5% | ?
- CCOc1ccc(C(=O)CCC(=O)O)cc1
    3% | 0% | 1% | -5% | 6% | 1 | -4% | 5% | -9% | -8% | -18%
- Cc1cccc(N2CC(C(=O)NC3CCCCCC3)CC2=O)c1C (centres undefined)
    . | 2% | 13% | 0% | -18% | . | . | . | ? | . | .
- CCCCNC(=S)N1CCN(C(c2ccccc2)c2ccccc2)CC1
    -1% | -7% | -6% | -6% | -56% | 81* | -5% | 3% | 21µM* | ? | 3.2µM*
- Cc1ccc2nc(NC(=O)CN3CCOCC3)sc2c1
    ? | 5% | ? | ? | 3.5µM* | 21 | 21% | 27% | ? | -3% | 44%
- COc1cccc(C(=O)Nc2ccccc2F)c1
    ? | -2% | ? | 5% | ? | -1 | 21% | ? | ? | -12% | -6%
- O=C(c1cccc([N+](=O)[O-])c1)c1ccc2c(c1)C(=O)N(c1c[nH]c(=O)[nH]c1=O)C2=O
    0% | 5% | 1% | 0% | . | 2 | -2% | -2% | 9% | -9% | 8%
- O=C(Oc1ccc(Br)cc1C(=S)N1CCCC1)c1ccccc1F
    0% | -9% | 0% | -15% | -7% | 17 | -4% | -1% | 1% | -4% | -1%

Compounds as they come, and some 15% of all compounds hit somewhere here.
